KB-V1 cytotox = kills drug-selected multidrug resistant KB-V1 cells. KB-V1 MDR cells viability, CellTiter-Glo, 72 h. Potency, µM (doses to about 46.1 µM), for the others: at the top dose activity change, negative = cytotoxicity, actives largely listed as cytotoxic. 400,000 compounds, 3.4% hits. AID 1347076; also: potency is read from the fitted curve at half-maximal effect; % is scaled to controls: 0 for no effect and ±100 for the full control effect; nearly all actives have a fitted effect of over 60% in size
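Following 72 h at 37 degrees C with compound, KB-V1 cell viability was read by CellTiter-Glo luminescence, medium being phenol-red-free DMEM plus 10% FBS; concentration-response parameters came from normalized, curve-fitted qHTS data.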
TDP43 rescue = inhibitors of TDP-43 toxicity in yeast; 410,000 compounds, 1.8% hits; AID 652104; TDP-43 expressing yeast growth rescue, BacTiter-Glo, 24 h; Potency, µM (series often up to 46.1 µM), for the others: at the top dose growth rescue (activation), actives largely listed as activators; also: potency is read from the fitted curve at half-maximal effect; % of control where 0% means no effect; nearly all actives have a fitted effect of over 50% in size
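Luminescence from BacTiter-Glo reports growth of TDP-43-expressing yeast after 24 hr at 30 deg C with compound. Cells were raffinose-pregrown to mid-log, then seeded in galactose medium at OD600=0.02.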
GLP1R ag = agonists of human GLP-1 receptor | HEK293 GLP-1R CRE-luciferase, luminescence, 4-6 h; cells express a hypersensitive GLP-1R form | Potency, µM (titrated, usually from 45.6 µM), for inactives: top-dose activation, most hits filed as activators | 380,000 compounds, 0.007% hits; also: potency is read from the fitted curve at half-maximal effect; % of control where 0% means no effect
aSyn rescue = alpha-synuclein toxicity inhibition in yeast. Yeast expressing alpha-synuclein, growth rescue, BacTiter-Glo, 24 h. Potency, µM (doses to about 46.1 µM), for the others: at the highest dose growth rescue (activation), hits mostly activators. 370,000 compounds, 0.14% hits; also: potency is read from the fitted curve at half-maximal effect; % of control where 0% means no effect; nearly all actives have a fitted effect of over 65% in size
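Rescue of yeast growth: cells expressing toxic alpha-synuclein, induced in galactose at OD600 0.02, incubated with compound 24 h at 30 C. ATP luminescence quantified growth; inhibitors of toxicity appear as activators.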
HEK293 tox = cytotoxicity counter-screen for GLP-1 receptor inverse agonists; HEK293 cAMP-luciferase reporter cells, luminescence, 24 h; Potency, µM (top dose mostly 38.3 µM), without a hit: at the top dose activity change, negative = inhibition, actives largely listed as inhibitors; 410,000 compounds, 0.13% hits; AID 624418;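 also: loss of luciferase light is scored as toxicity; potency is read from the fitted curve at half-maximal effect; % is scaled to controls: 0 for no effect and ±100 for the full control effect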
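A 23 nL compound transfer followed 12 hours of cell culture at 37 deg C; exposure then lasted 24 hr. Luciferase assay detection reagent was dispensed and plates read for luminescence after a 12 min room-temperature wait.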
DRD3 antagonist = D3 dopamine receptor (human) antagonism | P35462 | D3R cells, DiscoveRx beta-arrestin luminescence, antagonist mode; hits give low values | max response, negative = inhibition, % | 360,000 compounds, 2.5% hits; in the data active = max response below about -50%; inconclusive = no clear call, values can overlap the other calls; also: % is scaled to controls: 0 for no effect and ±100 for the full control effect; mostly tested at two doses, the higher about 12 µM
Target sequence (P35462 whole entry, looked up): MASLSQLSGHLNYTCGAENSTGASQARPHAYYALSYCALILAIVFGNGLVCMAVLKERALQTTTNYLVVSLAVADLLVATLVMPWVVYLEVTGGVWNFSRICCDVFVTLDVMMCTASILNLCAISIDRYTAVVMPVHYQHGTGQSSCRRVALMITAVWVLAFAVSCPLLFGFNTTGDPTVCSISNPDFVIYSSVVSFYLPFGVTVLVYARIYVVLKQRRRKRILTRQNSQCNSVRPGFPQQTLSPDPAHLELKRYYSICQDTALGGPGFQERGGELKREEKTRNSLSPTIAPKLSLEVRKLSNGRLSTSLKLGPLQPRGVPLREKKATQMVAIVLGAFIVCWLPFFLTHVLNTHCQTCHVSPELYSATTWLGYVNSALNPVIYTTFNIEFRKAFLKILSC
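Cells plated overnight at 1500 cells/well, then exposed to library compounds with dopamine controls for 90 minutes at 37 degrees C. DiscoveRx reagent added for 30–60 minutes at room temperature; luminescence read, quantitative HTS format.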
DRD3 agonist = agonists of human D3 dopamine receptor. D3R DiscoveRx beta-arrestin cells, luminescence, 90 min. 410,000 compounds, 0.58% hits. max activation, %. AID 652048; in the data active = max activation above about 30%; also: 0% is about no effect; mostly tested at two doses, the higher about 12 µM
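Agonist-mode cell screen: cells plated at 1500/well and incubated overnight at 37 °C, then exposed to library compounds for 90 min at 37 °C. Detection reagent was added for 30–60 min at room temperature, and luminescence was read.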
GLP-1R inv ag = inverse agonists of human GLP-1 receptor. 410,000 compounds, 1.6% hits. P43220. HEK293 GLP-1R CRE-luciferase, luminescence, 24 h; GLP-1R form is constitutively active. Potency, µM (series often up to 38.3 µM), for inactives: at the highest dose activity change, negative = inhibition, hits mostly inhibitors; also: potency is read from the fitted curve at half-maximal effect; % is scaled to controls: 0 for no effect and ±100 for the full control effect; nearly all actives have a fitted effect of over 55% in size
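HEK293 cells stably co-expressing constitutively active GLP-1R and a cAMP-responsive luciferase reporter were seeded in DMEM with 10% Nu serum, given compounds after 12 h, and incubated 24 h at 37 deg C. Luminescence was then read.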
PTHR1 agonist = agonists of human PTHR1 parathyroid hormone receptor. Potency, µM (series often up to 115 µM), inactives show top-dose activation, actives largely listed as activators. 410,000 compounds, 0.075% hits. HEK293 GP2 PTHR1 cells, GloSensor cAMP luminescence, 1 h. Q03431. AID 743266; also: potency is read from the fitted curve at half-maximal effect; nearly all actives have a fitted effect of over 55% in size; some results filed as inactive show a strong effect at the top dose; inactives centre near -15; many of its hits are not listed in these tables
Target sequence (Q03431 whole entry, looked up): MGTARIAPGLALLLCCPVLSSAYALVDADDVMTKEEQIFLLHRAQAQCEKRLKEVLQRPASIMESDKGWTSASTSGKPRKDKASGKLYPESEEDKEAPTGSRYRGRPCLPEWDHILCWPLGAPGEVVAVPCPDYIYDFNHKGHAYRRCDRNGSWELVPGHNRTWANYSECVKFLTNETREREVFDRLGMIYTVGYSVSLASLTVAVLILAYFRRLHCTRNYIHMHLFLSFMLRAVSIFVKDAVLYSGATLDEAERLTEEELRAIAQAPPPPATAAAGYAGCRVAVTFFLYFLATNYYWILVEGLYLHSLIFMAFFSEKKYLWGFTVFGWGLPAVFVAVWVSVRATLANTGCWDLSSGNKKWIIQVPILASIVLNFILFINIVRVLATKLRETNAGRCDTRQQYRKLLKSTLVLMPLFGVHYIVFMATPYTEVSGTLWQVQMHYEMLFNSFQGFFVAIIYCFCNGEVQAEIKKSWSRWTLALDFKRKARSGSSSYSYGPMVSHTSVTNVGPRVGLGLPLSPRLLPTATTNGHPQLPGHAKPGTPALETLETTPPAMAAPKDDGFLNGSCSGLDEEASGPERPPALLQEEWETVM
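HEK-293-derived GP2 cells expressing PTHR1 and a GloSensor cAMP reporter, 3,000/well, plated overnight, given luciferin plus IBMX (each 0.5 mM as added) for 1 h at 37 °C, then compound for 1 h at 37 °C. Luminescence was read after 15 min at room temperature.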
Numbers without * were called inactive; i = inactive; ? = inconclusive; nt = not tested or not shown; & = joins results of further samples; [ ] = remark or other dose. Unless noted, calls follow the shape of the dose curve; as a rule, active = well fitted curve in the direction sought with a large enough effect; inconclusive = small, poorly fitted or top-dose-only effect, or another doubt; inactive = no such curve, though single readings can be large; an effect the other way counts as inactive or inconclusive.

Each structure is followed by: KB-V1 cytotox | TDP43 rescue | GLP1R ag | aSyn rescue | HEK293 tox | DRD3 antagonist | DRD3 agonist | GLP-1R inv ag | PTHR1 agonist
Cc1ccc(CNC(=O)CSCc2ccccc2C)cc1
    13.0% | 18.1% | nt | nt | -0.1% | nt | 1.6 | -6.5% | -7.4%
O=C(Nc1ccc(-c2noc(-c3ccccc3F)n2)cc1)c1cccs1
    -24.3% | 25.7% | -0.6% | -3.9% | -15.0% | 14.6 | 2.6 | 24.9% | i
CCN(C(=O)CSc1nc2scc(-c3ccccc3)c2c(=O)n1C)C1CCS(=O)(=O)C1 (stereo not given)
    -13.2% | 10.6% | -2.0% | 3.4% | -12.1% | 10.9 | 2.3 | 15.9% | -1.6%
COc1ccc(CCC(=O)NCc2ccc3c(c2)CCN3C(=O)c2ccccc2)cc1
    ? | 0.0% | nt | nt | 2.9% | nt | 0.7 | -22.8% | i
CCCCNC(=O)CSc1nc2cc3c(cc2c(=O)n1CCCC(=O)NCCc1ccc(OC)c(OC)c1)OCO3
    -1.7% | -22.8%&9.2% | -0.6% | -2.0% | 19.4%&1.4% | 7.1 | 3.6&1.3 | 7.4%&6.8% | 11.9%
CC(=O)Nc1ccc(C(=O)N/N=C/c2ccccc2OCc2ccccc2)cc1
    -1.1% | -16.5% | 16.1% | -2.1% | ? | 2.6 | 6.2 | ? | i
COc1ccc(OC)c(NC(=O)C23CCC(C)(C(=O)O2)C3(C)C)c1 (stereo not given)
    -0.8% | 1.2% | 4.4% | ? | -0.3% | 17.4 | 0.1 | -15.6% | i
CC(c1nc2ccccc2[nH]1)n1c(=O)c(-c2cccs2)nc2ccccc21 (stereo not given)
    -21.6% | 20.2% | nt | -7.7% | 3.0% | -8.9 | -5.9 | ? | -19.1%
CCOC(=O)c1ccc(Nc2c(-c3ccc(OC)cc3)nc3nc[nH]n23)cc1
    1.4% | 5.7% | nt | nt | 4.5% | nt | 1.0 | 19.9% | -8.9%
Cc1nc(NS(=O)(=O)c2ccccc2)sc1C(=O)NNS(=O)(=O)c1ccccc1
    15.3% | -4.4% | 8.7% | 1.4% | -3.8% | -11.8 | 7.9 | 5.9% | -9.7%
CCOC(=O)Cn1c(-c2ccccn2)nc2ccccc21
    -2.8% | 1.2% | 0.4% | -0.5% | 7.0% | -6.9 | 0.0 | 19.7% | -6.2%[57.5 µM]
CC(C)CC(=O)NC(=S)Nc1ccccc1C(F)(F)F
    -0.1% | 2.8% | -0.3% | -0.4% | ? | -21.1 | -3.7 | ? | -7.6%
O=C(Cc1ccccc1)N1O[C@H]2C=C[C@@H]1CC2
    0.0% | 15.4% | 3.3% | -2.5% | -1.2% | 6.7 | 3.9 | 13.4% | i
NC(=O)CC(NC(=O)c1ccccc1)c1ccc(NCc2ccccc2)c([N+](=O)[O-])c1 (stereo not given)
    17.2% | 13.5% | 17.5% | 7.0% | -10.3% | 1.2 | -10.8 | 1.2% | i
CCc1nn2c(=O)cc(COC(=O)c3ccc(NC(=O)COc4ccccc4C)cc3)nc2s1
    nt | 14.2% | nt | nt | -7.6% | nt | 0.3 | ? | -13.1%
Cc1ccccc1S(=O)(=O)NC(=O)C1(C)CCN1C(=O)Cc1ccc(Cl)cc1Cl (stereo not given)
    4.1% | 0.0% | -8.1% | 2.6% | 0.5% | -7.5 | -0.1 | -6.4% | -21.6%
COc1ccc(C(=O)Nc2c(O)ccc3ccccc23)cc1
    -2.6% | -15.7% | -2.5% | -0.1% | 4.6% | -5.8 | -0.2 | -15.7% | -12.4%
Cn1c(SCC(=O)Nc2ccccc2F)nnc1-c1cccs1
    ? | 0.0% | 2.6% | -0.7% | 16.5% | 3.9 | -3.5 | 10.6% | -15.1%
CCOC(=O)c1c(C)nc(C)c(C(=O)OCC)c1-c1cccc([N+](=O)[O-])c1
    -29.2% | 24.9% | 12.9% | -0.3% | 5.2% | 0.2 | 6.0 | ? | -22.4%
Cc1ccc(Cl)cc1N1CCN(C(=O)c2ccc(NS(=O)(=O)c3c(C)noc3C)cc2)CC1
    -10.2% | 4.5% | 0.7% | 2.8% | -22.6% | 1.0 | 0.9 | ? | -18.4%
CC(=O)C1=C(O)C(=O)N(c2ccc(O)cc2)C1c1ccc(Cl)cc1 (stereo not given)
    -5.3% | -5.3% | -0.4% | -2.5% | 11.5% | -3.4 | 2.7 | -1.1% | -60.6%[inhibitor]
CCN(CCO)C1CC(=O)N(c2ccccc2C)C1=O (stereo not given)
    ? | ? | -1.6% | -68.8%[inhibitor] | -9.4% | ? | -3.5 | 0.0% | -28.5%
CCOc1ccc(-n2ccc(=O)c(C(=O)Nc3ccc(S(=O)(=O)N4CCOCC4)cc3)n2)cc1
    0.0% | -17.3% | -1.9% | 15.0% | -10.2% | 0.5 | -3.5 | 0.8% | i
COc1cccc(CN(C)C(=O)Cc2c[nH]c3ccccc23)c1OC
    ? | -6.2% | 6.5% | 14.7% | -19.2% | 2.3 | 3.2 | -24.9% | -1.1%
COCCNc1nc(NCCOc2ccccc2)c2sc(-c3ccccc3)cc2n1
    ? | 5.5% | -2.0% | -2.0% | -2.8% | 1.4 | 5.6 | ? | -23.0%
CCCC(c1nnnn1Cc1ccccc1)N1CCN(c2ccccc2OC)CC1 (stereo not given)
    -21.5% | 7.5% | 4.7% | -0.9% | -18.8% | 78.0 | -7.2 | ? | 24.7%[57.5 µM]
COc1cc(C(=O)OCC(=O)Nc2cc(S(=O)(=O)N3CCOCC3)ccc2C)ccc1OCC(C)C
    14.1% | -20.4% | 22.2% | -3.2% | 0.5% | -18.6 | 4.5 | ? | -20.9%
COc1cc(NC(=O)COC(=O)CO/N=C(\C)c2ccc3c(c2)OCO3)cc(OC)c1
    ? | 14.7% | -7.2% | -9.6% | -4.9% | 5.9 | -1.2 | -28.9% | i
CC(c1ccccc1)N1CCn2c(nc3cc(NS(C)(=O)=O)ccc32)C1 (stereo not given)
    -10.4% | -19.0% | 4.6% | -3.5% | -0.6% | 2.3 | 7.9 | -6.0% | -15.2%
CC(Sc1ccccc1)C(=O)NN=C1CCCC1 (stereo not given)
    ? | -13.3%[0.397 µM] | 6.0% | 0.6% | -0.2% | 12.0 | -14.1 | 63.0%[activator] | -3.7%
CC(=O)Nc1ccc(Nc2ncnc3sc4c(c23)CCCC4)cc1
    0.0% | ? | -0.5% | 5.8% | -9.3% | nt | 6.9 | 1.1% | i
CC(=O)c1[nH]c(C)c(C(=O)NCc2ccc(Cl)cc2)c1C
    nt | 18.7% | nt | nt | -2.1% | nt | 6.4 | ? | -44.7%[inhibitor]
O=C(Oc1cccc([N+](=O)[O-])c1)C1CCN(C(=O)c2ccc(F)cc2)CC1
    0.0% | 11.8% | -10.0% | 0.1% | 11.8% | -5.5 | -10.0 | 1.8% | i
CCN(c1ccccc1)S(=O)(=O)c1ccc(Cl)c(NC(=O)c2ccc(=O)[nH]n2)c1
    0.1% | 18.2% | -3.4% | 2.1% | 3.6% | 20.7 | 2.4 | 14.4% | 10.9%
Cc1onc(C(=O)N2CCN(c3ccccc3F)CC2)c1-c1ccccc1Cl
    ? | 17.5% | 0.4% | 13.6% | -0.2% | ? | -9.0 | ? | -20.4%
OC1CCC(Nc2ncnc3sccc23)CC1 (stereo not given)
    12.1% | -11.1% | 0.9% | -7.0% | ? | 18.1 | 22.5 | 6.9% | i
COc1ccc2nc(NC(=O)C3CCN(S(=O)(=O)c4cccc5nsnc45)CC3)sc2c1
    1.64µM* | ? | -4.6% | 0.2% | 2.2% | 13.7 | 2.5 | ? | -47.1%[inhibitor][57.5 µM]
CCCCNC(=O)C1C(c2ccc(OC)cc2)=Nc2ccccc2N1C(=O)Cc1cc(OC)cc(OC)c1 (stereo not given)
    ? | 11.2% | nt | ? | 1.7% | -9.9 | -10.6 | ? | -16.0%
Cc1nn(-c2ccccc2)c(Cl)c1C(=O)NCCN(C)C
    ? | 26.4% | -1.3% | -0.8% | 12.4% | 10.7 | 1.0 | -0.5% | -22.9%
COc1ccc(NC(=O)CSc2nc3ccccc3cc2Cc2ccccc2)cc1
    -19.0% | -21.5% | -11.3% | 12.3% | 8.0% | -7.9 | -13.2 | 3.4% | i
Cc1ccc(NC(=O)N2CCC(N3CCN(Cc4ccccc4)C(=O)C3=O)CC2)cc1Cl
    ? | 18.3% | nt | nt | -1.3% | nt | 4.5 | -0.6% | -4.5%
N#Cc1cc2c(nc1SCc1ccccc1)CCCC2=O
    -13.6% | -12.8% | 14.5% | 2.3% | 2.8% | -16.5 | -15.0 | -21.5% | -8.9%
Cc1nc(Cl)sc1C(=O)Nc1ccc(C(C)(C)C)cc1
    0.0% | 11.2µM* | 18.3% | -11.6% | -15.8% | 4.4 | -1.5 | ? | -26.9%
C/C(=N\NC(=O)C1COc2ccccc2O1)c1ccc(N2CCOCC2)cc1 (stereo not given)
    ? | 5.7% | -4.2% | -3.2% | 19.0%[7.66 µM] | -4.5 | -0.8 | -50.8%[7.66 µM] | -23.2%
COc1cc(SC)ccc1C(=O)NCCCOC(C)C
    ? | -9.3% | -0.5% | -5.7% | 1.4% | -30.0 | -2.5 | 15.5% | -17.1%[57.5 µM]
COc1cc(/C=N/NC(=O)CNC(=O)/C=C/c2ccco2)cc(OC)c1OC
    -11.9% | -24.5% | 9.1% | -2.5% | 4.4% | -24.6 | -2.9 | 48.0%[activator] | -6.2%
C#CC[N+](C)(C)CC#Cc1ccc(Cl)cc1
    -2.4% | 12.6% | 0.8% | 1.2% | -3.5% | -8.0 | -5.2 | ? | i
O=C(N/N=C/c1ccccc1C(F)(F)F)c1ccc2nc[nH]c2c1
    ? | -17.7% | 0.8% | 1.8% | 3.6% | -3.1 | 2.7 | 42.2% | 11.6%

These rows are one share of the data; count on the stated rates, not on these rows.
